ssDAF12 agonist = S. stercoralis DAF-12 activation, primary screen. activation, % at 6.8 µM. actives 1% (n = 370,000). HEK293 ssDAF-12/GRIP1 lit1-tk-luc reporter, luminescence; % of 3 µM dafachronic acid response. AID 652126;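 active = activation above the mean over all tested compounds plus 3 SD, cut at about 0.9% in these data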;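 note: 0% = DMSO-only wells and 100% = 3 µM delta7-dafachronic acid wells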
SMARCA2 act = increases SMARCA2 function in MMTV reporter cells; MG213 cells, MMTV-luciferase reporter, dexamethasone, overnight; activation, % at 9.1 µM; actives 1% (n = 370,000); in the data active = activation above about 7.8%;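 note: 0% = vehicle wells and 100% = reference activator wells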
KLK7 zymogen act = activators of human kallikrein-7 zymogen; P49862; purified proKLK7, EDANS-DABCYL substrate fluorescence; 100% is mature enzyme control, 0% vehicle; activation, % at 7 µM; actives 0.9% (n = 370,000);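 active = activation above the mean of all tested compounds plus 3 SD, computed per campaign excluding outliers beyond control limits, cut at about 13% in these data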
Target sequence (P49862 whole entry, looked up): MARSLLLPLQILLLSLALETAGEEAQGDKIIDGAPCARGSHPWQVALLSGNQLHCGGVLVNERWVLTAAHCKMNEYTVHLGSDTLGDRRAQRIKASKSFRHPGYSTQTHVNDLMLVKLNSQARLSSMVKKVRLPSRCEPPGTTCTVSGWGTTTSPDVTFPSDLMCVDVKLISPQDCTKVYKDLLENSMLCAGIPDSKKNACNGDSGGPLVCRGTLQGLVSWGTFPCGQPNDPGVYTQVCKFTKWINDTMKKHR
GAA850 FXN act = frataxin GAA850 promoter activation; HEK293 lucGAA850 FXN promoter luciferase reporter, 24 h; percent of 10 µM SAHA response; activation, % at 6 µM; actives 0.56% (n = 360,000); AID 540364;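 active = activation above the average of all compounds screened plus 3 SD, cutoff fixed separately per campaign, cut at about 7.5% in these data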;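 note: 0% = DMSO wells and 100% = 10 µM SAHA wells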
GC-B act = GC-B (human) receptor activation. P20594. HEK293-GC-B cells, CNP EC30, cGMP TR-FRET; 0% at EC30 CNP, 100% saturating CNP. actives 0.11% (n = 370,000). activation, % at 10 µM;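 active = activation at 10 µM reaching about 35% in either raw or pattern-adjusted values, limit read from the data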
hgDAF-12 ag = agonists of H. glycines DAF-12 nuclear receptor | activation, % at 6.8 µM | actives 1.8% (n = 370,000) | HEK293 GAL4-hgDAF12 UAS-luciferase reporter, agonist luminescence; normalized to butyrate control;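 active = activation above a cutoff set at the mean of all screened compounds plus 3 SD, cut at about 10% in these data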;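 note: 0% = DMSO wells and 100% = sodium butyrate wells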
GC-A act = GC-A (human) enzyme activation | actives 0.14% (n = 370,000) | HEK293 GC-A cells, cGMP TR-FRET, EC30 ANP; 0% at EC30 ANP, 100% saturating ANP | P16066 | activation, % at 10 µM; in the data active = activation above about 40%
DAX1 inh-1 = DAX1 (NR0B1) inhibition, primary screen. inhibition, % at 6.8 µM. HEK293T StAR-luciferase reporter, SF-1/DAX-1 repression relief. actives 1.1% (n = 370,000). AID 652010;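 active = inhibition above the mean over all tested compounds plus 3 SD, cut at about 3.6% in these data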;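 note: 0% = DAX-1 cells with DMSO and 100% = cells lacking DAX-1 with DMSO; higher inhibition means more luminescence from relief of DAX-1 repression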
DAX1 inh-2 = inhibits human nuclear receptor DAX1 | P51843 | HEK293 Gal4-DAX1 luciferase reporter, luminescence | inhibition, % at 6.75 µM | actives 0.99% (n = 340,000) | AID 504766;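 active = inhibition above the mean over all tested compounds plus 3 SD, cut at about 4.2% in these data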;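 note: 0% = DAX1-transfected cells with DMSO and 100% = empty-vector control cells with DMSO; inhibition shows as a rise in luminescence from relieved DAX1 repression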
Target sequence (P51843 207-470 limits assumed): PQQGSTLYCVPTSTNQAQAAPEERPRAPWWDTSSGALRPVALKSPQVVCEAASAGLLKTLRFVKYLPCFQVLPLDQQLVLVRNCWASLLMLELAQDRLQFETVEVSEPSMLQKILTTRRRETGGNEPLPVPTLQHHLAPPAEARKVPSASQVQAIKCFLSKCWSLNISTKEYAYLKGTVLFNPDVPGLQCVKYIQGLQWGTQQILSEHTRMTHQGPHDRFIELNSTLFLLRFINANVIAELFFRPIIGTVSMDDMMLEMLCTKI
hcDAF-12 act = activates DAF-12 receptor from parasite H. contortus; HEK293 hcDAF-12 lit1-tk-luc reporter, luminescence; 0% DMSO, 100% Δ7-dafachronic acid; activation, % at 6.8 µM; actives 1.4% (n = 370,000); AID 652067;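 active = activation above the mean of all tested compounds plus 3 SD, cut at about 5.5% in these data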;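 note: 100% = response to 3 µM Δ7-dafachronic acid high control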
HGIII-sPLA2 inh = Blocks human group III sPLA2 activity; Q9NZ20; QFRET BODIPY PC-A2 liposome hydrolysis, fluorescence; inhibition, % at 12.2 µM; actives 0.56% (n = 370,000); AID 743126;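 active = inhibition above mean plus 3 SD of compounds lying within the high and low control bounds, cut at about 19% in these data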;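 note: 0% = median of test compound wells and 100% = no enzyme DMSO wells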
Target sequence (Q9NZ20 whole entry, looked up): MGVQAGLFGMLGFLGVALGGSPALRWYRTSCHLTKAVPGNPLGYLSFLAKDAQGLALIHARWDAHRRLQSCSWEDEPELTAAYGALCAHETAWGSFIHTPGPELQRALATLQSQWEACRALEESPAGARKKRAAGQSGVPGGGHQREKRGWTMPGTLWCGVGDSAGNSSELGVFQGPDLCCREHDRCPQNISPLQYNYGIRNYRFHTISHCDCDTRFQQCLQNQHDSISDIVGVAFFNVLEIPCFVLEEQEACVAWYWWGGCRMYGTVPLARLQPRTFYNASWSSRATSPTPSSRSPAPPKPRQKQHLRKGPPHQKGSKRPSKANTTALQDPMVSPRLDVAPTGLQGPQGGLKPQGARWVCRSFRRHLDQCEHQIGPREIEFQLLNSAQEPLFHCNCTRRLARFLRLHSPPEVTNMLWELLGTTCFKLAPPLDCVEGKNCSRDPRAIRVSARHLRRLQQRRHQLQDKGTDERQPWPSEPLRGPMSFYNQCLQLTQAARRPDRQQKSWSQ
The depositor's hits bear a star; x = not tested or not shown.

compound,ssDAF12 agonist,SMARCA2 act,KLK7 zymogen act,GAA850 FXN act,GC-B act,hgDAF-12 ag,GC-A act,DAX1 inh-1,DAX1 inh-2,hcDAF-12 act,HGIII-sPLA2 inh
CCOC(=O)C1CCN(S(=O)(=O)c2ccc3[nH]c(=O)c(=O)[nH]c3c2)CC1,-1.9,-1,0.2,-0.3,2,2.2,1,0.8,0.4,1.7,-1
Cn1c(CO)nc2cc(N)ccc21,-1.3,-3,1.1,1.3,2,-0.5,0,-0.2,0.7,-1.3,0
CC(C)c1ccc(NS(=O)(=O)c2ccc(N3C(=O)CCC3=O)cc2)cc1,-1.6,0,0.3,-0.7,1,-2.0,2,-0.3,0.3,-2.2,-17
CC(C)CN1CC(=O)N2C(c3ccccc3)c3[nH]c4ccccc4c3C[C@H]2C1=O (stereo partly specified),-1.4,-1,1.0,-2.3,8,-4.2,-3,-0.2,-2.1,1.9,-17
N#Cc1c(C(F)(F)F)cc(-c2ccccc2)n(N)c1=O,-1.1,-1,0.5,-0.1,2,4.5,1,0.1,2.2,0.4,-4
CCCc1nnc(NC(=O)CCC(=O)NCc2ccccc2)s1,-1.0,0,-0.2,0.7,1,-2.9,2,-0.2,-0.4,-0.3,7
O=C(COCC(=O)N/N=C/c1ccccc1F)N/N=C/c1ccccc1F,-0.9,-5,-0.2,-3.3,-4,6.0,-4,0.7,0.5,2.9,7
CCN(C[C@H]1N[C@@](Cc2ccccc2)(C(=O)OC)[C@H]2C(=O)N(Cc3ccccc3)C(=O)[C@@H]12)C(=O)C1CCCCC1,0.0,-5,0.2,-2.8,-1,2.9,-3,4.2*,1.1,0.0,8
Cc1ccc(CNc2nc(NC(C)C)nc3ccsc23)c(C)c1,-1.4,-6,0.3,-3.8,7,-4.6,-2,-1.6,x,-3.2,-10
CN1CCC(=O)N(CCOc2ccccc2)CC1,-1.1,2,-0.3,0.3,0,1.7,2,0.3,-0.2,-1.2,6
Cc1cc(N)n(-c2nc3ccccc3s2)n1,1.9*,4,-0.2,4.9,-1,11*,-1,3.6*,5.2*,7.8*,2
Cc1ccc(CSCc2ccc(C(=O)NCC3CCCO3)o2)cc1 (stereo unspecified),-1.2,-1,0.0,1.1,3,-0.8,1,-0.2,1.7,-0.5,8
CCOC(=O)C1=C(C)NC(C)=C(C(=O)OCC)C1/C=C/c1ccccc1,-0.8,-3,-7.4,5.8,-4,-3.0,-19,-0.6,0.6,0.4,-1
NC(=O)C1(NC(=O)[C@@H]2CC3(CC(c4cccc(NC(=O)c5cc([N+](=O)[O-])cc([N+](=O)[O-])c5)c4)=NO3)CN2C(=O)c2ccccc2)CC1 (stereo partly specified),-1.8,3,0.4,0.8,-3,3.7,1,0.2,0.7,0.5,-7
Cc1ccc(NC(=O)COC(=O)c2cc(=O)c3ccccc3o2)cc1F,-0.7,-1,-1.1,2.3,-7,0.5,0,0.0,1.1,-0.8,7
COc1ccc(NC2CCCN(C(=O)C3(C)CCCCC3)C2)cc1 (stereo unspecified),-1.7,0,-0.5,1.5,2,-2.2,-1,0.9,0.4,-2.4,13
Cc1nn(C)cc1CN1CCC(CO)(CCOc2ccccc2)CC1,-1.1,1,0.6,0.5,0,1.1,1,0.4,-0.5,-1.4,-1
COc1ccc(Cc2nn3c(-c4ccccc4Br)nnc3s2)cc1,-1.8,0,0.4,2.2,4,-3.0,2,-0.5,-1.6,-0.9,0
CC(Sc1nnc(C2CC2)n1C1CC1)C(=O)Nc1cccc(S(=O)(=O)N2CCOCC2)c1 (stereo unspecified),-1.6,1,-0.2,-1.7,4,-1.0,3,1.5,0.5,-1.0,-6
C[C@H]1Cn2cnc(C(=O)Nc3cccc(Cl)c3)c2C(=O)N1,-1.4,-2,0.4,-3.9,7,4.8,0,0.9,-1.4,-0.6,-3
CN(C)N1C(=O)CC(N2CCCCC2)C1=O (stereo unspecified),-1.4,-3,0.3,1.8,2,9.2,1,0.3,2.0,-1.1,4
C/C(=N/NC(=O)c1cccs1)c1ccc(NC(=O)COc2ccc(Cl)cc2Cl)cc1,-0.6,6,0.1,5.8,0,8.1,1,0.2,0.5,1.6,0
O=C(Nc1ccc(N2CCN(Cc3ccccc3Cl)CC2)cc1)c1cccnc1,-1.4,-4,0.3,-3.0,6,1.9,5,-1.6,-2.5,-2.7,-5
Cc1cc(NC(=O)C2CC(c3cccc(Br)c3)=NO2)no1 (stereo unspecified),-1.3,-2,-0.7,0.6,-2,4.3,2,0.3,-0.5,0.4,8
NC(=O)c1ccsc1NC(=O)COC(=O)c1ccc([N+](=O)[O-])o1,-1.1,3,-0.4,0.0,0,-2.8,-7,-1.1,0.2,-1.4,15
CCOC(=O)C1=NN(c2ccccc2)C(c2ccccc2)CC1=O (stereo unspecified),-0.1,1,0.2,4.0,-15,1.7,-16,0.8,-1.5,2.5,-27
COc1ccc(-c2nnc(SCC3CCCO3)n2C)cc1 (stereo unspecified),-1.9,2,0.3,1.1,-1,0.5,0,1.1,-0.3,-0.4,2
CCCc1nc2oc3c(NCCOCCO)ncnc3c2c2c1COC(C)(C)C2,-0.9,1,0.3,1.0,8,-0.2,12,-0.8,-1.1,-0.2,3
CN1C(=O)C(C)(C)N(C(=O)c2cccc([N+](=O)[O-])c2)c2ccccc21,-1.1,-3,0.5,1.3,1,-0.9,-3,-0.4,2.0,-0.9,5
CCc1ccc(C(=O)Nc2nc(C)cs2)s1,0.2,4,0.6,-2.3,4,11*,3,16*,-1.3,3.7,1
C=CCn1c(-c2cccc(OC)c2)n[nH]c1=S,-1.2,-2,-1.1,0.7,-1,-1.5,3,0.0,-0.9,0.6,8
O=C(COC(=O)CNS(=O)(=O)c1cccc(F)c1)NCCc1ccccc1,-1.1,-1,-0.1,0.0,-5,-1.9,1,1.6,-0.7,0.5,-11
CC(C)C(NS(=O)(=O)c1cccs1)C(=O)N1CCc2ccccc2C1 (stereo unspecified),-1.1,-1,-0.7,2.1,4,-1.1,2,0.0,-0.5,-1.2,-5
COc1ccc2oc(C(=O)N3CCN(S(=O)(=O)c4cccc([N+](=O)[O-])c4)CC3)c(C)c2c1,-0.8,-1,-0.2,0.0,-3,-0.5,-4,-2.6,-0.8,-2.1,-10
CC(=O)CCc1ccc2oc(C(=O)O)c(C)c2c1,-1.2,1,0.1,1.5,-2,0.3,3,-0.6,-0.4,-2.7,-2
O=C(NC1CCCCCC1)c1cccs1,0.1,-1,0.0,-0.7,-2,6.0,3,0.5,0.6,-2.9,5
Cc1[nH]n(-c2ccccc2)c(=O)c1C=NCCc1ccccc1,-0.7,-1,-0.3,1.3,-5,-0.4,-1,0.4,1.9,-1.6,-4
O=C(NCCC1=CCCCC1)C1CCN(S(=O)(=O)c2ccccc2)CC1,-0.3,-7,-0.1,-0.9,3,-2.2,-4,0.4,3.3,-2.4,3
COc1ccc(-c2nn(CCC#N)cc2/C=N/O)cc1,-1.5,0,-0.3,-1.3,1,0.1,1,1.3,-0.9,-1.6,-1
CC(NC(=O)CCNC(=O)N1CCn2c1nc1ccccc12)c1ccccc1 (stereo unspecified),-1.1,0,0.4,-0.6,-9,0.9,-1,-0.8,0.1,-2.1,4
CCN1CCN(CCCNC(=O)C2c3ccccc3C(=O)N(C)C2c2ccc(OC)cc2)CC1 (stereo unspecified),-1.0,-3,0.4,2.8,6,-1.4,-1,0.3,0.4,-0.3,5
CSc1ccccc1NC(=O)CN(C)CC(=O)Nc1ccc(S(=O)(=O)N2CCCC2)cc1,-0.9,-9,-0.1,0.5,-5,0.1,-2,-3.2,1.8,-2.7,-18
Cc1ccc(CNC(=O)c2cc(=O)c3ccc(C)cc3o2)cc1,-0.5,-6,-0.5,-0.6,2,-0.9,1,-0.5,-0.7,-2.5,8
CC(C)Cn1c(N2CCN(C(=O)/C=C/c3ccccc3)CC2)nc2ccccc21,-1.5,1,-0.2,-1.3,-4,-3.1,-7,0.0,1.0,-2.9,-11
CC(C)(C)n1ncc2c(=O)n(Cc3ccc(Cl)cc3Cl)cnc21,-1.5,-1,-0.3,0.7,14,-0.1,11,0.5,2.6,-2.4,1
Cn1c(N)c(C(=O)COC(=O)C2CCC(C(C)(C)C)CC2)c(=O)n(C)c1=O (stereo unspecified),-1.0,1,0.0,0.2,8,0.1,-2,0.2,1.5,-0.6,-10
COc1ccccc1Cc1c(-c2cccc(Br)c2)nc2c(C)cc(Br)cn12,-1.0,-2,-1.3,x,-12,2.5,-12,0.5,x,0.9,-7
O=C(NCCc1ccccc1)c1ccc(NC(=O)C2CCC2)cc1,-0.6,1,0.2,1.3,2,2.5,2,0.6,2.6,1.7,13
CC(=O)Nc1sc(C)c(C)c1C(=O)OCCOc1ccccc1,-0.2,3,-0.4,2.4,-4,2.5,-1,0.6,-0.1,0.0,1
O=C(COC(=O)c1cccc(S(=O)(=O)N2CCc3ccccc3C2)c1)NCc1ccco1,-1.6,-1,0.0,-2.2,-1,-0.4,-7,1.0,-0.6,3.0,-15

(more compounds)
compound,ssDAF12 agonist,SMARCA2 act,KLK7 zymogen act,GAA850 FXN act,GC-B act,hgDAF-12 ag,GC-A act,DAX1 inh-1,DAX1 inh-2,hcDAF-12 act,HGIII-sPLA2 inh
NC(=O)[C@H]1CC2(CC(c3cccc(NC(=O)COc4ccc(Cl)cc4)c3)=NO2)CN1C(=O)[C@H]1CCC(=O)N1 (stereo partly specified),-1.0,1,0.3,0.1,3,1.2,5,0.6,0.6,0.1,2
Cc1nn(-c2ccccc2)c(C)c1NC(=O)COc1ccc(Cl)cc1Cl,-2.5,-7,-0.2,-1.3,6,-7.2,1,-2.6,-2.8,-6.6,0
CC1CCCC(C)N1C(=O)COC(=O)CNC(=O)C12CC3CC(CC(C3)C1)C2 (stereo unspecified),-1.1,1,-0.2,-0.8,1,2.4,1,-0.1,0.3,-1.1,4
O=C(Nc1cccc(C(=O)O)c1)/C(=C\c1ccco1)NC(=O)c1ccc(Br)o1,-0.3,-2,1.1,1.1,2,-0.5,5,-0.1,-0.3,-0.8,-5
O=C(Nc1ccc2c(c1)oc1ccc(S(=O)(=O)N3CCCC3)cc12)C1CC1,-2.2,-1,-1.7,0.2,3,-1.6,1,-1.5,-2.1,-4.3,-34

An excerpt from further up, for reference:
compound,ssDAF12 agonist,SMARCA2 act,KLK7 zymogen act,GAA850 FXN act,GC-B act,hgDAF-12 ag,GC-A act,DAX1 inh-1,DAX1 inh-2,hcDAF-12 act,HGIII-sPLA2 inh
O=C(COC(=O)c1cccc(S(=O)(=O)N2CCc3ccccc3C2)c1)NCc1ccco1,-1.6,-1,0.0,-2.2,-1,-0.4,-7,1.0,-0.6,3.0,-15
NC(=O)[C@H]1CC2(CC(c3cccc(NC(=O)COc4ccc(Cl)cc4)c3)=NO2)CN1C(=O)[C@H]1CCC(=O)N1 (stereo partly specified),-1.0,1,0.3,0.1,3,1.2,5,0.6,0.6,0.1,2
Cc1nn(-c2ccccc2)c(C)c1NC(=O)COc1ccc(Cl)cc1Cl,-2.5,-7,-0.2,-1.3,6,-7.2,1,-2.6,-2.8,-6.6,0

High-throughput results from PubChem.
